Bioassay records deposited in PubChem BioAssay by several laboratories.
Mdm2 ligase inh = blocks human Mdm2 ubiquitin ligase activity. cell-based MDM2 ubiquitination luciferase reporter, 2 h; 0 = plate control, 100 = twice control, blank-subtracted. signal enhancement, % at 5 µM. actives 0.11% (n = 210,000);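 active = signal enhancement of 30% or more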;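 also: luminescence tracks abundance of the self-degrading MDM2-luciferase fusion protein; higher signal means inhibition of MDM2 E3 ligase activity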
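Material: stable MDM2–luciferase fusion reporter cells / Quantity: 2000 cells/well / Dosing: single 5 µM compound dose, 0.2% final DMSO / Buffer or medium: DMEM / Schedule: 4 h cell settling then 2 h compound exposure, 37 °C / Detection: luminescence with SteadyLite reagent, 15 min at room temperature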
Tb hexokinase = T. brucei hexokinase 1 inhibition; recombinant TbHK1, G6PDH-coupled NADH A340; actives 0.11% (n = 220,000); inhibition, % at 10 µM;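 active = inhibition of 50% or more in the single-dose primary screen; inactive = inhibition below 50%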
14-3-3 Bad inh = disrupts binding of bovine 14-3-3 zeta to phospho-Bad peptide; inhibition, % at 21.7 µM; TR-FRET 14-3-3zeta/Dy647-pBad peptide displacement, 1 h; actives 0.71% (n = 220,000);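 active = inhibition above about 70%, limit read from the data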;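 also: 0% = full 14-3-3 plus peptide FRET controls and 100% = background without 14-3-3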
EBV gp42 inh = blocks Epstein-Barr virus glycoprotein 42 binding; inhibition, % (tested at 21.74 µM); Q1HVG2; actives 0.42% (n = 220,000); AID 1085; Fluorescence polarization binding assay, mP read-out; in the data active = inhibition above about 50%
p47phox inh = blocks human p47phox regulatory protein of NADPH oxidases | P14598 | p47phox/p22phox peptide binding, fluorescence polarization, 2 h | inhibition, % at 24.7 µM | actives 0.53% (n = 220,000);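 active = inhibition above about 30%, limit read from the data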;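 also: 0% = p47phox with labelled peptide and 100% = labelled peptide alone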
Target sequence (P14598 whole entry, looked up): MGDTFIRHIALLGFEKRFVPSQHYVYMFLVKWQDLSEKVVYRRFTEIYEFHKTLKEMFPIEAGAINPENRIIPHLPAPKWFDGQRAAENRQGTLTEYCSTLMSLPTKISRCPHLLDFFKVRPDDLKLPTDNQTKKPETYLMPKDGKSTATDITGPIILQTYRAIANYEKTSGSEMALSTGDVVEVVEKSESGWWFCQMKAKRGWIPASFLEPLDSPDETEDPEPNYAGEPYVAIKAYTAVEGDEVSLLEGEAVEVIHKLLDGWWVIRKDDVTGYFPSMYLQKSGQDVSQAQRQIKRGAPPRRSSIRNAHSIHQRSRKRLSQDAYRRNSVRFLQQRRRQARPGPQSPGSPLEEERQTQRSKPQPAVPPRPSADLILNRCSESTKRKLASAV
Runt-SMMHC FRET = blocks binding of human RUNX1 Runt domain to CBFb-SMMHC; Q01196+Q13951; Cerulean-Runt/Venus-CBFb-SMMHC FRET ratio 530/480, 1 h; inhibition, % at 20 µM; actives 0.74% (n = 220,000); AID 1434;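 active = mean inhibition across duplicate retests at 20 µM reaching about 50%, limit read from the data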;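 also: 0% = DMSO wells and 100% = wells with excess untagged CBFb-SMMHC; inhibitors lower the FRET ratio by blocking Runt binding to CBFb-SMMHC; some results filed as inactive read as strong as hits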
L929 necroptosis = blocks zVAD induced death of L929 cells | L929 zVAD necroptosis rescue, ATP luminescence, 24 h; with zVAD 60 µM | actives 0.38% (n = 220,000) | AID 1377 | viability rescue, % at 10 µM;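 active = activation, scaled between plate controls, above about 75%, limit read from the data; inactive = activation under that limit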;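 also: 0% = zVAD with DMSO and 100% = DMSO alone without zVAD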
Runt-CBFb FRET = blocks binding of human RUNX1 Runt domain to CBFb; Cerulean-Runt/Venus-CBFb FRET ratio 530/480, 1 h; actives 0.46% (n = 220,000); inhibition, % at 20 µM; AID 1496;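 active = inhibition over about 50% at 20 µM in the single-dose screen, limit read from the data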;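 also: 0% = DMSO wells and 100% = excess unlabeled CBFb competitor control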
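Doses: 20 µM compound in 1% DMSO | Material: Cerulean-labeled Runt domain protein | Amount: Each fluorescent fusion protein 100 nM | Schedule: Two 1 h room-temperature incubations shielded from light | Measured by: FRET fluorescence | Evaluation: Loss of energy transfer signal | Controls: Unlabeled CBFb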
Hck-Nef inh = blocks Nef-activated human Hck kinase. P08631. Recombinant Hck-YEEI plus Nef, Z-Lyte FRET kinase assay. inhibition, % at 20 µM. actives 0.68% (n = 220,000);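 active = Hck-Nef kinase inhibition above about 50%, limit read from the data; inactive = inhibition below that limit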;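 also: 0% = DMSO with Hck plus Nef and 100% = Hck alone without Nef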
Target sequence (P08631 whole entry, looked up): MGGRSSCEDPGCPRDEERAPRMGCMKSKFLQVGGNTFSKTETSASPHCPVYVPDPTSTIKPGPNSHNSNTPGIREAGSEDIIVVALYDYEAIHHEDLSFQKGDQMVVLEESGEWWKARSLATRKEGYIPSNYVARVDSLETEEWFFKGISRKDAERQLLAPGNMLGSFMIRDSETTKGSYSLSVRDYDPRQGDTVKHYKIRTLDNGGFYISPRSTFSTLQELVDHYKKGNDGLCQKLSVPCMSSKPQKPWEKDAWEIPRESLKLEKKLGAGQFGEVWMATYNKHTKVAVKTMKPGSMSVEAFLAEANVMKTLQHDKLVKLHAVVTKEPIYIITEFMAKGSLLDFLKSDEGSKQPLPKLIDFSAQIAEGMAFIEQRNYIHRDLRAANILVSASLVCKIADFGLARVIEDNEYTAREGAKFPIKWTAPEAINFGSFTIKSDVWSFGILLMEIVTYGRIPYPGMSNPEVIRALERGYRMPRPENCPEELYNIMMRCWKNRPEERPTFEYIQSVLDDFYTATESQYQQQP
* marks the source's active call; other numbers are inactive results; x = no result given; [ ] = another dose, or the depositor's remark. Rows were taken by chance, and some 3.2% of all compounds hit somewhere here.

SMILES	Mdm2 ligase inh	Tb hexokinase	14-3-3 Bad inh	EBV gp42 inh	p47phox inh	Runt-SMMHC FRET	L929 necroptosis	Runt-CBFb FRET	Hck-Nef inh
O=C(O)CCCCCn1c(SCC(=O)N2CCCC2)nc2ccsc2c1=O	-20	-1	-2	-8	-8	1	0.8	2	-1
NC(=O)CNC(=O)[C@@H]1CC2(CC(c3ccc(Cl)cc3)=NO2)CN1C(=O)c1ccccc1 (stereo not given in full)	-4	5	7	-4	-11	-3	-0.2	x	0
COc1ccc(C2=NOC(C(=O)Nc3c(C)n(C)n(-c4ccccc4)c3=O)C2)cc1OC (stereo not given)	-9	-6	2	-19	-11	0	-0.3	-1	4
CC(=O)Nc1ccc(N/C=C/C(=O)c2ccco2)cc1	-35	-29	1	-23	-21	-31	0.4	-6	-2
COC(=O)c1ccc(C)c(NS(=O)(=O)c2ccc(OC)cc2)c1	-2	-3	4	-8	-8	2	-1.4	0	4
CC1(CCc2ccccc2)NC(=O)N(Cc2nnc(-c3ccccc3Br)o2)C1=O (stereo not given)	-25	24	-14	-15	-16	1	1.1	-2	3
Cn1c(=O)c2c(nc(CN3CCN(C(=O)c4ccco4)CC3)n2CCCc2ccccc2)n(C)c1=O	0	-14	13	-13	-5	-2	-0.4	-3	5
CC(C)(C)NC(=O)NC(=O)CSc1ncc(C(F)(F)F)cc1Cl	-6	2	-2	-12	-12	-1	0.8	-2	-1
CSc1nnnn1-c1ccc(Cl)cc1	-13	-3	-5	-10	2	-7	-0.2	0	10
Cc1[nH]c2ccccc2c1C(=O)C(=O)NCCc1ccc(S(N)(=O)=O)cc1	-7	12	-1	-9	-11	2	1.1	-2	4

Some of the entries so far, with two lines to a compound.
Results follow in this order: Mdm2 ligase inh, Tb hexokinase, 14-3-3 Bad inh, EBV gp42 inh, p47phox inh, Runt-SMMHC FRET, L929 necroptosis, Runt-CBFb FRET, Hck-Nef inh
CSc1nnnn1-c1ccc(Cl)cc1
 : -13, -3, -5, -10, 2, -7, -0.2, 0, 10
Cc1[nH]c2ccccc2c1C(=O)C(=O)NCCc1ccc(S(N)(=O)=O)cc1
 : -7, 12, -1, -9, -11, 2, 1.1, -2, 4

Two entries from above, as comma-separated lines:
SMILES,Mdm2 ligase inh,Tb hexokinase,14-3-3 Bad inh,EBV gp42 inh,p47phox inh,Runt-SMMHC FRET,L929 necroptosis,Runt-CBFb FRET,Hck-Nef inh
CC(=O)Nc1ccc(N/C=C/C(=O)c2ccco2)cc1,-35,-29,1,-23,-21,-31,0.4,-6,-2
COC(=O)c1ccc(C)c(NS(=O)(=O)c2ccc(OC)cc2)c1,-2,-3,4,-8,-8,2,-1.4,0,4

(listing goes on)
SMILES	Mdm2 ligase inh	Tb hexokinase	14-3-3 Bad inh	EBV gp42 inh	p47phox inh	Runt-SMMHC FRET	L929 necroptosis	Runt-CBFb FRET	Hck-Nef inh
Cc1cccc(NCc2nc(SCC(N)=O)n[nH]2)c1	-8	-1	3	-9	-10	-5	-0.1	-1	-2
C=CCNC(=O)c1c(Cl)nc(C)c([N+](=O)[O-])c1C	x	-4	-7[fluorescence artefact?]	7	0	4	-0.3	0	0
COC(=O)c1nnc(-c2ccccc2)nc1OC	0	-7	x	-4	0	0	0.8	-1	0
CCCn1c(=O)c(C(=O)Nc2ccccc2)c(O)c2ccccc21	8	-8	10[fluorescence artefact?]	-1	4	4	1.2	0	6
COc1ccc(/C=C/C(=O)NCc2cccnc2)cc1	-7	-2	-4[fluorescence artefact?]	-10	-13	-5	-0.5	1	4
CCN(CC)S(=O)(=O)c1ccc(NC(=O)COC(=O)CNS(=O)(=O)/C=C/c2ccccc2)cc1	20	2	-1	5	-42	-5	0.7	-3	6
CCOC(=O)N1CCN(S(=O)(=O)c2cccs2)CC1	-14	3	2	2	-6	6	-1.0	2	5
CC(C)(C)CNc1cc(N2CCCC2)ccc1[N+](=O)[O-]	-9	1	0	-3	-1	-11	-0.2	-6	-1
COc1ccc(S(=O)(=O)N2CCCC(C(=O)Nc3ccc(OC)c(OC)c3)C2)cc1 (stereo not given)	-6	-6	-5	-16	-1	2	3.7	-1	1
Nc1cnc(CNc2ccccc2Cl)cn1	11	-20	-4	-13	-4	4	-0.1	1	22
CNC(=S)NNc1ccccc1[N+](=O)[O-]	-4	-11	-1	-9	x	-4	-0.2	9	9
O=C(c1ccc(F)cc1)n1ccc(-c2cnc(-c3ccccc3)s2)n1	-46	-30	13	-6	-1	1	83*	0	1
COCC(=O)N(Cc1nc2ccccc2c(=O)[nH]1)Cc1cccs1	-14	-8	-7[fluorescence artefact?]	-23	-10	4	0.1	0	1
COc1ccccc1C1CC(c2ccco2)=NN1S(C)(=O)=O (stereo not given)	7	-2	-7	-5	-219	4	4.3	3	19
Cc1cc(C(=O)Nc2cccc(/C=C/C(=O)O)c2)c(C)o1	-10	8	-10	-9	-9	-2	1.1	0	1
CCN(CC)S(=O)(=O)c1ccc(NC(=O)c2ccc(Cl)nc2)cc1	x	-6	3	-21	-7	-2	0.9	1	22
COc1ccc(C(=O)Nc2cccc(OC(=O)c3ccc(C)c(C)c3)c2)cc1	-32	-6	-4	-10	-14	3	-0.1	0	1
C=CCNC(=O)NC(=O)COC(=O)/C=C/c1cccc([N+](=O)[O-])c1	-8	-5	0	-12	-4	0	0.1	0	8
Cc1nnc(SCC(=O)Nc2sc3c(c2C#N)CCCCC3)n1N	-26	-14	-10	-23	-6	10	0.0	24	-3
CC(=O)Nc1ccc(NC(=O)c2c(C)nc3ccccn23)cc1	-5	1	25	-15	0	-3	0.8	-4	-3
COc1cc(NC(=O)CSc2nnc3ccc(-c4ccncc4)nn23)cc(OC)c1	-16	-6	-8	-2	-42	2	0.5	-1	3
O=C1CSc2ccc(C(=O)NCC(c3ccco3)N3CCCCC3)cc2N1 (stereo not given)	-7	0	-11	-3	-17	-3	4.2	-1	26
O=C1C=C(O)CC(c2ccc(Cl)c(Cl)c2)C1 (stereo not given)	1	7	-4[fluorescence artefact?]	-15	2	-3	-0.2	-1	6
Fc1ccc(N/N=C/C=C/c2ccccc2)c(F)c1	-8	0	-8[fluorescence artefact?]	-7	11	1	-0.1	1	3
O=C(/C=C/c1ccccc1)NCCc1ccccc1	-48	-10	16	-15	6	-3	-0.6	1	32
O=C(OCn1nnc2ccccc2c1=O)C1CCN(S(=O)(=O)c2cccs2)CC1	-16	-6	-5	-35	-11	0	1.6	-2	-8
O=C1c2ccccc2C(=O)c2c1ncn2-c1ccccc1	8	-12	-4[fluorescence artefact?]	-1	-8	-2	1.1	0	3
Cc1ccc(C(=O)Nc2nnc(-c3ccncc3)o2)cc1	-22	-14	-3	-1	-4	4	1.4	2	-31
Cc1cc(C)cc(OCC(=O)OCc2nnc(-c3ccccc3)o2)c1	-6	0	9	-4	-8	-3	0.6	x	-1
O=C1NC(c2ccccc2)Nc2c1sc(=S)n2-c1ccccc1 (stereo not given)	-9	-10	-7	-5	-2	-3	-0.7	2	-2
CCc1ccc2c(c1)C(O)(CC(=O)c1cccs1)C(=O)N2 (stereo not given)	-10	0	-21	6	-2	-1	1.1	0	2
O=C(N/N=C/c1c(Cl)[nH]c2ccccc12)c1sc2ccccc2c1Cl	-4	0	6	-26	-25	-26	2.8	-12	9
COc1ccc(N=C2NN=C(c3c(C)[nH]c4ccccc34)CS2)cc1	4	-34	-24	3	-23	45	2.4	46	7
CC(=O)C1C(c2ccc([N+](=O)[O-])cc2)c2c(noc2C)CC1(C)O (stereo not given)	0	-7	-8	-6	-8	-2	-0.5	0	14
CCN(Cc1ccccc1)C(=O)c1ccc(Cl)cc1[N+](=O)[O-]	-12	-3	-4	-2	-8	-1	-0.4	0	17
O=C(Oc1ccc(=O)n(-c2ccccc2)n1)c1ccc(Cl)cc1	0	-6	48	-35	-15	-7	0.5	-1	1
CCN(CC)c1ccc(NC(=O)c2[nH]c(C)c(C(C)=O)c2C)c(C)c1	-3	-4	0	-12	4	3	0.3	16	2
CCOC(=O)Nc1sc(C)c(C)c1C(=O)OCC	-7	3	5	7	-2	-2	-0.6	-3	-1
CCOc1ccc(-n2c(SCc3ccc(C(=O)OC)o3)nc3c(c2=O)SCC3)cc1	1	0	-7[fluorescence artefact?]	-1	-8	1	-2.0	-1	-12
CCOC(=O)c1nn(-c2ccccc2F)c(-c2ccccc2)c1C(=O)c1ccccc1	-14	0	-6	2	-4	3	0.2	0	-1

5 successive records out of the list so far, for reference:
SMILES	Mdm2 ligase inh	Tb hexokinase	14-3-3 Bad inh	EBV gp42 inh	p47phox inh	Runt-SMMHC FRET	L929 necroptosis	Runt-CBFb FRET	Hck-Nef inh
O=C(O)CCCCCn1c(SCC(=O)N2CCCC2)nc2ccsc2c1=O	-20	-1	-2	-8	-8	1	0.8	2	-1
NC(=O)CNC(=O)[C@@H]1CC2(CC(c3ccc(Cl)cc3)=NO2)CN1C(=O)c1ccccc1 (stereo not given in full)	-4	5	7	-4	-11	-3	-0.2	x	0
COc1ccc(C2=NOC(C(=O)Nc3c(C)n(C)n(-c4ccccc4)c3=O)C2)cc1OC (stereo not given)	-9	-6	2	-19	-11	0	-0.3	-1	4
CC(=O)Nc1ccc(N/C=C/C(=O)c2ccco2)cc1	-35	-29	1	-23	-21	-31	0.4	-6	-2
COC(=O)c1ccc(C)c(NS(=O)(=O)c2ccc(OC)cc2)c1	-2	-3	4	-8	-8	2	-1.4	0	4

Next section:
SMILES	Mdm2 ligase inh	Tb hexokinase	14-3-3 Bad inh	EBV gp42 inh	p47phox inh	Runt-SMMHC FRET	L929 necroptosis	Runt-CBFb FRET	Hck-Nef inh
O=c1c2cnn(-c3ccccc3)c2ncn1Cc1ccccn1	-23	6	2	8	3	-5	-0.3	-2	1
Cc1cccc(C(=O)NC2CC3CCCC(C2)N3S(=O)(=O)c2ccccc2)c1 (stereo not given)	-11	8	13	4	-3	1	-1.1	-1	3
COc1ccc(S(=O)(=O)N/N=C/c2ccc(OCCN3CCOCC3)c(OC)c2)cc1	-44	-12	0	-8	-9	4	1.6	-2	6
CCOC(=O)Cc1csc(NC(=O)C2CCCCC2C(=O)O)n1 (stereo not given)	-7	-3	-9[fluorescence artefact?]	-18	-17	2	0.9	1	-1
CCOc1ccccc1NC(=O)c1ccc([N+](=O)[O-])cc1	-5	-2	-3	-12	-9	-5	0.6	-1	12
CN1C(=O)CSc2ccc(NC(=O)NCc3ccccc3)cc21	-14	7	-9	4	-19	-8	0.2	-2	3
Cc1ccc(-c2csc(NC(=O)c3cc([N+](=O)[O-])ccc3N3CCOCC3)n2)cc1	-5	-13	-8	-4	-21	-18	2.6	1	-9
CN(C)c1ccc(-c2nn3c(C4CCCCC4)nnc3s2)cc1	-6	-21	-18[fluorescence artefact?]	5	-1	-2	6.8	-4	1
